tuberculosis growth = growth inhibition of non-replicating M. tuberculosis (AID 488890); inhibition, % at 25 µM; hits with a dose series show IC50 in µM; actives 0.39% (n = 320,000); Mycobacterium tuberculosis non-replicating, growth inhibition; higher % means a stronger effect; in the data active = a potency from the dose series; inconclusive = inhibition mostly from about 82% at the one dose, without a potency; inactive = the rest, 99 in 100 with inhibition below about 76%;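 note: plate controls were DMSO cells for no effect and high antibiotic wells for full effect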
H37Rv inhibition = M. tuberculosis growth inhibition, HTS (AID 449762); M. tuberculosis H37Rv growth inhibition, 7H9 media; higher % means a stronger effect; one-dose inhibition, % at 25 µM; IC50 in µM for titrated hits; actives 0.59% (n = 330,000); in the data active = a potency from the dose series; inconclusive = inhibition above about 70% without an active follow-up result;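 note: bacterial growth assessed after seven days of incubation; strong numbers were not always called active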
influenza NS1A = NS1A inhibition, H1N1 influenza, cell based functional assay (AID 504329); one-dose inhibition, % at 12.5 µM; IC50 in µM for titrated hits; actives 0.3% (n = 340,000); NS1A functional cell-based assay, percent inhibition; higher % means a stronger effect; in the data active = a potency from the dose series; inconclusive = inhibition above about 27% without an active follow-up result; note: strong numbers were not always called active
inhibitors of VEEV = inhibitors of VEEV TC-83 cytopathic effect, confirmation, Vero cells (AID 588727); Vero cells, VEEV TC-83 cytopathic effect inhibition; higher % means a stronger effect; inhibition, % at 20 µM; hits with a dose series show IC50 in µM; actives 0.13% (n = 350,000); in the data active = a potency from the dose series; inconclusive = inhibition mostly from about 14% at the one dose, without a potency; inactive = the rest, 99 in 100 with inhibition below about 12%; note: strong numbers were not always called active
PhoP GFP inhibition = Inhibition of PhoP regulon, Salmonella typhi GFP reporter cells, confirmation, 4 h (AID 1850) | actives 0.33% (n = 310,000) | one-dose inhibition, % at 50 µM; IC50 in µM for titrated hits | Salmonella Typhi PhoP-promoter GFP reporter, fluorescence, 4 h; higher % means a stronger effect; in the data active = a potency from the dose series; inconclusive = inhibition mostly from about 25% at the one dose, without a potency; inactive = the rest, 99 in 100 with inhibition below about 19%;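 note: 0% = induced wells with vehicle and 100% = uninduced wells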
inhibitors of VEEV 10K pilot screen = recorded beside inhibitors of VEEV, whose call it bears; inhibition, %; measured here: 10K pilot screen inhibition
* = called active by the depositor; i = inactive; ? = inconclusive; . = no result given.

SMILES	tuberculosis growth	H37Rv inhibition	influenza NS1A	inhibitors of VEEV	PhoP GFP inhibition	others
Cc1onc(-c2ccccc2)c1C(=O)N/N=C/c1ccc(Br)cc1	17%	-15%	-13%	5.8%	-4%
Cn1c(=O)oc2cc(C(=O)c3ccccc3)ccc21	4%	2%	-1%	7.7%	-3%
CCC(C)(C)NC(=O)C(c1ccccc1Cl)N(C(=O)CCC(=O)Nc1cc(C)on1)C(C)(C)C (centres undefined)	17%	6%	8%	i	1%
Cc1onc(-c2c(F)cccc2Cl)c1C(=O)N1CCN(c2ncccn2)CC1	-4%	4%	-5%	3.5%	5%
O=C1CC(=C(c2ccccc2)c2ccccc2)C(=O)N1CCN1CCN(c2cccc(Cl)c2)CC1	10%	-3%	6%	0.4%	-4%
CN=C1c2cc3c(Br)c(OC)ccc3n2CCN1C	22%	-3%	0%	2.8%	-4%
O=C(O)c1cccc(NC(=O)C2CCCO2)c1 (centres undefined)	-7%	-6%	-16%	0.0%	-10%
COc1cccc(/C(O)=C2/C(=O)C(=O)N(CCN(C)C)C2c2ccc(Br)cc2)c1 (centres undefined)	5%	-4%	8%	1.7%	1%
O=C(CCc1ccncc1)NC1CCCc2c1cnn2-c1ccc(F)cc1F (centres undefined)	14%	3%	-1%	i	1%
Cc1cc(=O)[nH]c(SCC(=O)N2CCN(C(c3ccccc3)c3ccccc3)CC2)n1	30%	4%	2%	i	-6%
O=S(=O)(NCC(O)COCc1ccco1)c1cccs1 (centres undefined)	10%	1%	6%	0.6%	-14%
CC(C)(C)c1ccc(Cn2nnc3c(=O)[nH]c(C4CCN(C(=O)Cc5cccs5)CC4)nc32)cc1	47%	?	-5%	i	-11%
Cc1cc(NC(=O)CCC(=O)N(Cc2ccco2)C(C)(C)C(=O)NC2CCCCC2)no1	?	-5%	0%	1.6%	-9%
COc1ccc(CNC(=O)C(C)OC(=O)CN2C(=O)COc3ccccc32)cc1 (centres undefined)	-7%	10%	12%	1.8%	0%
CCn1c(SCc2nc3ccccc3[nH]2)nnc1-c1cnccn1	31%	13%	3%	1.3%	0%
Nc1ccc2c3c(cccc13)CC2	11%	4%	-1%	3.2%	0%
COc1ccc(COC(=O)c2ccc(Cl)c(S(=O)(=O)N3CC(C)OC(C)C3)c2)cc1 (centres undefined)	0%	-16%	-6%	6.1%	-5%
CC1(C)C(=O)OC(c2cccn2-c2ccc([N+](=O)[O-])cc2)C(C)(C)C1=O (centres undefined)	-13%	7%	-1%	1.1%	-1%
O=C(/C=C/c1ccccc1)NCc1ccco1	66%	15%	-4%	1.1%	15%
CCOc1ccc(NS(=O)(=O)c2ccc(NC(C)=O)c(OC)c2)cc1	8%	-1%	2%	3.3%	1%

Filtered by structure: the compounds so far containing an NH in an aromatic ring.
SMILES	tuberculosis growth	H37Rv inhibition	influenza NS1A	inhibitors of VEEV	PhoP GFP inhibition	others
Cc1cc(=O)[nH]c(SCC(=O)N2CCN(C(c3ccccc3)c3ccccc3)CC2)n1	30%	4%	2%	i	-6%
CC(C)(C)c1ccc(Cn2nnc3c(=O)[nH]c(C4CCN(C(=O)Cc5cccs5)CC4)nc32)cc1	47%	?	-5%	i	-11%
CCn1c(SCc2nc3ccccc3[nH]2)nnc1-c1cnccn1	31%	13%	3%	1.3%	0%

Carrying on:
SMILES	tuberculosis growth	H37Rv inhibition	influenza NS1A	inhibitors of VEEV	PhoP GFP inhibition	others
CCOc1ccc2c(c1)C(=O)c1cc(OCC(=O)O)ccc1-2	12%	2%	-1%	1.5%	2%
NC(=O)N/N=C/c1ccc(-c2ccc(S(=O)(=O)Nc3ncccn3)cc2)o1	.	.	-3%	0.9%	.
CN1CCN(c2nc(Nc3ccc(F)cc3)nc(Nc3ccc(F)cc3)n2)CC1	78%	?	4%	8.3%	81µM*
Cc1ccc(Cn2c(CN3CC(C)OC(C)C3)nc3c2c(=O)n(C)c(=O)n3C)cc1 (centres undefined)	-21%	0%	-19%	0.1%	-12%
CN(C(=O)c1cccc(Br)c1)C1CCS(=O)(=O)C1 (centres undefined)	6%	5%	-16%	2.6%	4%
CC(C)(CN=C1NS(=O)(=O)c2ccccc21)CNC(=O)c1ccccc1	-1%	-10%	-6%	9.5%	-3%
CC[C@H](C)[C@@H]1NC(=O)c2cc([N+](=O)[O-])cc(I)c2NCC[C@@H](C(N)=O)NC(=O)[C@H](CCCN=C(N)N)NC1=O	78%	?	.	.	-27%
CCCS(=O)(=O)N1CCN(C(=O)CCC2CCCC2)CC1	67%	3%	1%	0.4%	-8%
Cn1c(Sc2ccc(Cl)cc2)c(C=O)c2ccccc21	12%	1%	1%	1.7%	14%
CCC(C)NC(=O)CS(=O)Cc1nc(-c2ccccc2C)oc1C (centres undefined)	-8%	-1%	-3%	0.2%	2%
Cc1ccccc1OCc1nnc(SCC(=O)Nc2ccc3nc(SCC(=O)Nc4ccccc4)sc3c2)n1C	9%	66%	23%	1.1%	4%
N#CC(C#N)=NNc1ccc([N+](=O)[O-])cc1	?	2%	-3%	1.1%	8%
CN(CCC1CCCCO1)C(=O)CCc1nnc(CCc2ccccc2)o1 (centres undefined)	-8%	-3%	-3%	5.2%	-3%
COC(=O)CSc1c(-c2ccccc2)c2cc(Cl)ccc2[nH]c1=O	14%	-4%	1%	i	8%
Cc1ccccc1NC(=O)c1ccc2nccnc2c1	11%	3%	5%	5.2%	7%
CCn1cc(C(=O)OCC(=O)Nc2cccc(C)c2)c(=O)c2ccc(C)nc21	5%	-6%	4%	2.3%	9%
CCCCN(C)C(=O)CCC(=O)Nc1ccc2nc(N3CCOCC3)cc(C)c2c1	8%	5%	-6%	2.5%	7%
CC(C)[C@H](NC(=O)NCc1cccs1)C(=O)O	9%	3%	-2%	0.3%	-13%	inhibitors of VEEV 10K pilot screen=0.4
C[C@]12C=C[C@H](O)CC1=CCC1C2CC[C@@]2(C)C1CCC21OCCO1 (some centres undefined)	22%	3%	-28%	4.8%	.
CCCC(=O)Nc1cc(OC)c(NC(=S)Nc2ccc(CC)cc2)cc1OC	.	.	-7%	4.0%	.
O=C(NC1CCCCCCC1)C1=COCCO1	68%	-6%	-2%	0.4%	3%
CCOc1ccc(CCNC(=O)c2ccc3c(=O)[nH]c4c(C(=O)NC(C)C)sc(=S)n4c3c2)cc1	68%	?	9%	9.5%	4%
Cn1c(N)c(C(=O)COC(=O)/C=C/c2cccc(F)c2)c(=O)n(C)c1=O	0%	-6%	-3%	5.7%	.
CCOC(=O)c1sc(NC(=O)C(CC)Sc2nc3ccccc3[nH]2)nc1C (centres undefined)	22%	2%	4%	3.2%	-1%
CCOC(=O)/C=C1\CC(C(=O)OCC)Oc2ccccc21 (centres undefined)	.	.	1%	0.4%	.
Cc1ccc2c(c1)N(CCC(=O)NCCN1CCOCC1)C(=O)CO2	-3%	-6%	3%	1.0%	5%
CCN(C(=O)c1cc(S(=O)(=O)N2CCOCC2)cn1C)c1cccc(C)c1	-4%	-4%	28%	0.5%	11%
C=CCn1c(SCC(=O)c2ccc(OC)cc2)nnc1-c1cc2cccc(OC)c2o1	-2%	13%	-4%	1.0%	-5%
COc1cc(OC)cc(-c2cc3cc4c(cc3cn2)OCO4)c1	32%	10%	1%	5.1%	.
COc1cc(C(=O)NCCN2CCOCC2)cc(OC)c1OC	-2%	6%	-4%	i	-17%
CC(C)Oc1ccc(S(=O)(=O)N2CCCCC2)cc1NC(=O)CN1CCCC1c1cccs1 (centres undefined)	47%	4%	4%	i	.
CCc1ccc(NC(=O)C2C3C=CC(C4CC34)C2C(=O)O)cc1 (centres undefined)	74%	5%	14%	0.6%	2%
CCCc1cc(=O)[nH]c(SCC(N)=O)n1	12%	1%	5%	0.8%	-1%
CCN(CC)S(=O)(=O)c1cccc(C(=O)OCC(=O)N2CC(=O)Nc3ccccc32)c1	15%	0%	-4%	6.2%	-9%
COc1ccc(NS(=O)(=O)c2cc(NC(=O)c3ccco3)ccc2N2CCCC2)cc1	38%	-5%	5%	0.1%	-25%
COc1ccc(-n2nnnc2SCC(=O)Nc2nnc(C)s2)cc1	30%	-9%	-4%	2.3%	1%
Cc1cccc2cc(C#N)c(NCCNC(=O)NC3CCCCC3)nc12	-6%	-6%	0%	3.4%	3%
COc1cccc(NC(=O)CSCc2n[nH]c(=O)[nH]2)c1	-9%	-1%	-3%	1.0%	1%
COc1ccc(C2=Nn3c(nnc3-c3ccccc3Cl)SC2)cc1OC1CCCC1	62%	52%	7%	28%	.
COC(=O)[C@@H](CC(C)C)N(Cc1ccccc1)S(=O)(=O)N(Cc1ccccc1)[C@@H](CC(C)C)C(=O)OC	16%	-4%	4%	i	.
CC(=O)c1ccc(N/N=C(/C(N)=O)C2=NC(C)(C)Cc3ccccc32)cc1	18%	6%	16%	?	1%
Cc1ccc(C(=O)COC(=O)CNS(=O)(=O)c2ccc(C)cc2)cc1	8%	-1%	-5%	0.7%	-4%
S=c1[nH]nc(COc2ccc(Cl)cc2)n1-c1ccccc1	-1%	4%	-9%	1.0%	-6%
Cc1cccc(CN2CCC(CNC(=O)CCNC(=O)Cn3ccc4ccccc4c3=O)CC2)c1	4%	-2%	3%	5.0%	5%
Cc1cccc(C)c1Nc1c(-c2ccc(N3CCOCC3)cc2)nc2cnccn12	10%	4%	-11%	4.1%	4%
COC(=O)[C@]1(C)N[C@H](CN(C)C(=O)Nc2ccc(OC)cc2)[C@@H]2C(=O)N(C)C(=O)[C@@H]21	-3%	6%	16%	2.1%	.
CCOc1cc(C(=O)OCC(=O)Nc2c(C)cccc2C)ccc1OCC(=O)N1CCOCC1	5%	3%	4%	0.3%	-5%
CCCc1cc(-c2nc(N)ncc2-c2ccc3c(c2)OCCCO3)c(O)cc1OC	25%	49µM*	5%	?	4%
Cc1ccccc1Cn1cc(NC(=O)c2cc3nc(-c4ccco4)cc(C(F)(F)F)n3n2)cn1	-1%	-7%	3%	1.3%	-10%	inhibitors of VEEV 10K pilot screen=1.0
COC(=O)c1c(NC(=O)C(C)(C)C)sc2c1C(C(=O)OC)CC2 (centres undefined)	6%	-4%	-5%	4.3%	-1%

Four records picked at random from the list so far, as already listed:
SMILES	tuberculosis growth	H37Rv inhibition	influenza NS1A	inhibitors of VEEV	PhoP GFP inhibition	others
COc1ccc(NS(=O)(=O)c2cc(NC(=O)c3ccco3)ccc2N2CCCC2)cc1	38%	-5%	5%	0.1%	-25%
CCC(C)(C)NC(=O)C(c1ccccc1Cl)N(C(=O)CCC(=O)Nc1cc(C)on1)C(C)(C)C (centres undefined)	17%	6%	8%	i	1%
CCOc1cc(C(=O)OCC(=O)Nc2c(C)cccc2C)ccc1OCC(=O)N1CCOCC1	5%	3%	4%	0.3%	-5%
Cc1ccccc1OCc1nnc(SCC(=O)Nc2ccc3nc(SCC(=O)Nc4ccccc4)sc3c2)n1C	9%	66%	23%	1.1%	4%

(continued)
SMILES	tuberculosis growth	H37Rv inhibition	influenza NS1A	inhibitors of VEEV	PhoP GFP inhibition	others
O=C(CSc1nnc(-c2cccs2)o1)NCC1CN(Cc2ccccc2)CCO1 (centres undefined)	?	5.2µM*	-8%	i	15%
COc1ccc(NS(=O)(=O)c2cc(NC(=O)/C=C/c3ccccc3OC)ccc2N2CCCCC2)cc1	36%	-9%	31%	1.9%	-4%
O=C(COC(=O)c1ccc(=O)[nH]c1)Nc1cccc(S(=O)(=O)N2CCOCC2)c1	2%	8%	-3%	i	-1%
CC(=O)c1cccc(NC(=O)C(C)OC(=O)CN2C(=O)NC(C)(C)C2=O)c1 (centres undefined)	-8%	-7%	2%	0.7%	.
Cc1ccc(S(=O)(=O)N2CCC(=O)N(C(COCc3ccc(Cl)cc3)C(C)C)CC2)cc1 (centres undefined)	22%	24%	1%	1.4%	6%
CC(Cc1ccccc1)NC(=O)c1ccc(N)cc1 (centres undefined)	0%	-4%	-12%	i	-4%
COc1ccc(-c2cc(C(F)(F)F)n3nc(C(=O)N4CCCCC4)cc3n2)cc1OC	8%	54%	2%	13%	8%
O=C(CSc1nnc(CNC(=O)c2c(F)cccc2Cl)o1)NCc1ccc(F)cc1	74%	5%	11%	i	-22%
Cn1c2ccccc2c2nnc(SC3CCOC3=O)nc21 (centres undefined)	10%	4%	1%	0.2%	-10%
CC(C)(O)C#Cc1ccc(CN2CCN(C3CCCC3)C(CCO)C2)cc1 (centres undefined)	7%	-1%	5%	2.2%	14%
CC[C@@H]1C/C=C\Cc2ccccc2[C@@H](C(=O)C[C@@H](O)CC(C)=O)OC1=O	0%	4%	-8%	0.3%	.
Nc1nnnn1/N=C\c1ccc(Cl)c([N+](=O)[O-])c1	-10%	-5%	-9%	3.0%	-6%
